V1aR counter: activates human V1a receptor in oxytocin agonist counter-screen; P37288; CHO-V1R cells, Fluo-8 calcium fluorescence, agonist mode; 0% DMSO, 100% 3 nM vasopressin; activation, % at 3 µM; 0.25% of 320,000 active; AID 2797;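 active = activation above the mean activation of all tested compounds plus 3 SD, per screening run, cut at about 20% in these data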;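 also: signal is peak over basal fluorescence ratio across a 100 second FLIPR read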
Target sequence (P37288 whole entry, looked up): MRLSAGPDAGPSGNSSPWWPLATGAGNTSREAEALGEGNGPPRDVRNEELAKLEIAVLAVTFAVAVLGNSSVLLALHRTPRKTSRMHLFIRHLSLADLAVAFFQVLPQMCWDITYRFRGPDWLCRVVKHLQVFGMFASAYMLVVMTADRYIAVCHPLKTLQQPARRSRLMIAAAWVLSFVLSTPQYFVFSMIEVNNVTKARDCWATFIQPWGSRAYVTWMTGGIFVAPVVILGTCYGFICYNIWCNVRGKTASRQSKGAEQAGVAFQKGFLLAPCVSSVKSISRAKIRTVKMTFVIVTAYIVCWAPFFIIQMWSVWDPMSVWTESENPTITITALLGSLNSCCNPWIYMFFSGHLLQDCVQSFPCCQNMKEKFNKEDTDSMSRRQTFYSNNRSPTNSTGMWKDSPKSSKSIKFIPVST
CHO-K1 Ca antag: counter-screen for M1 antagonists: effect in parental CHO-K1 cells; ATP-induced calcium, Fluo-8 fluorescence; inhibition, % at 3 µM; 0.6% of 360,000 active;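 active = inhibition above a per-plate cutoff, the plate's mean sample inhibition plus 3 SD, cut at about 24% in these data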;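 also: 0% = DMSO plus EC80 ATP and 100% = DMSO alone without ATP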
CHO parental Ca: signal in parental CHO cells, OX1R antagonist counter-screen | parental CHO-K1, ATP-induced calcium, Fluo-8 fluorescence | inhibition, % at 5.6 µM | 0.63% of 330,000 active | AID 463079;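 active = inhibition above that plate's mean sample inhibition plus 3 SD, cut at about 26% in these data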;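 also: 0% = ATP-challenged DMSO wells and 100% = DMSO wells without ATP; some compounds past the cut are filed as inactive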
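material = parental CHO cells | also added = ATP as calcium-mobilizing challenge | dosing = single point at 5.6 µM | detection = intracellular calcium via Fluo-8 no-wash fluorescent dye | read-out = % inhibition | benchmarks = low control ATP plus DMSO, high control DMSO only | repeats = one well per compound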
TAAR1 antag: antagonists of human TAAR1; 1.5% of 360,000 active; CHO RD-HGA16 TAAR1, Fluo-8 calcium fluorescence, antagonist; inhibition, % at 3 µM; Q96RJ0;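 active = inhibition above a per-plate cutoff, the mean inhibition of test compounds on that plate plus 3 SD, cut at about 49% in these data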;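 also: 0% = DMSO plus EC80 beta-PEA response and 100% = DMSO alone without agonist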
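Assay system: RD-HGA16 CHO cells with stable hTAAR1 and Gα16 / Reagent: EC80 β-phenethylamine stimulus / Doses: 3 µM, single point / Timing: dye loading 75 min at 37 °C, then 30 min room temperature / Measured by: Fluo-8 intracellular calcium dye fluorescence, real-time kinetic reads / Controls: vehicle wells and EC80 agonist wells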
CHRM1 agonist: human M1 muscarinic receptor agonism; P11229; CHO-K1 hM1, Fluo-8 calcium fluorescence, agonist mode; 0% DMSO, 100% acetylcholine EC100; activation, % at 3 µM; 0.33% of 360,000 active;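 active = activation above the run's mean compound activation plus 3 SD, cut at about 16% in these data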;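 also: peak over basal fluorescence ratio within a 140 s kinetic read after compound addition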
Target sequence (P11229 whole entry, looked up): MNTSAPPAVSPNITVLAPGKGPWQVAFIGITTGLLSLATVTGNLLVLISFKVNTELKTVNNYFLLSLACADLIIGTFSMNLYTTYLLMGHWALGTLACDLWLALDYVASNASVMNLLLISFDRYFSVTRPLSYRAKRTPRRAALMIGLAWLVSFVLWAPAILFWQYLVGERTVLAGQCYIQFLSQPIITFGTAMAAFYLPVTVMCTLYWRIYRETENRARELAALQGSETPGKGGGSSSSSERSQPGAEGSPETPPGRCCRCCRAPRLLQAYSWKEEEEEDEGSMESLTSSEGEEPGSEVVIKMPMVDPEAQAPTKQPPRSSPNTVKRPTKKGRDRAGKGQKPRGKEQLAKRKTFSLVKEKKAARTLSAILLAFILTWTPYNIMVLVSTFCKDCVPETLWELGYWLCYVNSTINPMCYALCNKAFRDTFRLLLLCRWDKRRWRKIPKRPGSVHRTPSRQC
TAAR1 ag: human TAAR1 agonism. CHO RD-HGA16 TAAR1, Fluo-8 calcium fluorescence; vehicle wells 0%, saturating PEA agonist 100%. activation, % at 3 µM. 0.99% of 360,000 active. AID 624467;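 active = activation above the mean activation of all test compounds in the run plus 3 SD, cut at about 38% in these data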
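test system = CHO RD-HGA16 cells carrying human TAAR1 plus Gα16 | schedule = 17-24 h seeding, 75 min 37 °C dye, 30 min RT | compound dosing = 3 µM single concentration | control set = DMSO and PEA EC100 | replicates = n 1 | signal = Fluo-8 fluorescence, 5 s baseline then 140 s kinetic read | measure = percent activation vs PEA EC100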
OXTR potentiator: potentiators of human oxytocin receptor; P30559; CHO-OTR cells, Fluo-8 calcium fluorescence, potentiator mode; 0% = oxytocin EC15, 100% = EC100; activation, % at 3 µM; 0.061% of 320,000 active; AID 2445;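 active = activation above that plate's cutoff, the mean activation of tested compounds plus 3 SD, cut at about 6.6% in these data, passing the limit was not always enough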;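 also: 100% uses oxytocin at 75 nM as the full agonist control; some results filed as inactive read as strong as hits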
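Measured by – Fluo-8 calcium dye fluorescence · Test system – human OTR in CHO cells · Dosing – one concentration, 3.0 µM compound · Controls – EC15 oxytocin alone as 0%, 75 nM oxytocin as 100% · Evaluation – normalized max/min fluorescence ratio, % activation · Timing – 6 min pre-incubation, 100 s read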
M1 ag parental: nonselective activator or artifact in parental CHO-K1 cells; Fluo-8 calcium fluorescence; scaled to maximal ATP response, vehicle zero; activation, % at 3 µM; 0.48% of 360,000 active; AID 602248; in the data active = activation above about 15%;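 also: untransfected CHO-K1 host cells lacking M1 receptor as counterscreen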
CHO-K1 Ca PAM: M1 PAM counterscreen hit in parental CHO-K1 cells. ATP EC20, Fluo-8 calcium fluorescence; 0% at ATP EC20, 100% at ATP max. 0.02% of 360,000 active. activation, % at 3 µM. AID 602247;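 active = activation above the run cutoff, the mean activation of all test compounds plus 3 SD, cut at about 40% in these data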;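 also: peak over basal fluorescence ratio in a 140 s read after ATP addition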
The depositor's hits bear a star; / = not tested or not shown. Rows were taken by chance; overall some 3.3% were active at least once.

Sequence of screens – V1aR counter, CHO-K1 Ca antag, CHO parental Ca, TAAR1 antag, CHRM1 agonist, TAAR1 ag, OXTR potentiator, M1 ag parental, CHO-K1 Ca PAM
- Cc1cc(C)c2c(N)c(S(=O)(=O)c3ccccc3)sc2n1
→ 8.7, -1.2, 1.1, 16.4, -0.4, 13.8, -10.3, 5.7, -2.8
- CCSc1nc(C)c(CCOc2cccc(C)c2)c(=O)[nH]1
→ -0.3, 11.1, 10.3, 13.6, -0.8, 1.4, -2.1, -0.7, -6.3
- CCNC(=S)N1CCN(CC(=O)Nc2ccc(OC)cc2)CC1
→ 0.8, -4.6, 7.2, 14.2, -1.2, 8.2, 0.7, 0.3, -5.5
- O=C(Nc1ccc(Cl)cn1)c1cc2ccccc2o1
→ -1.5, 11.1, -19.5, -2.0, -4.5, -0.7, -13.9, -0.1, -2.8
- COc1ccc(NC(=O)CS(=O)(=O)c2cn(CC(=O)N3CCOCC3)c3ccccc23)cc1
→ 0.0, -9.1, -0.2, -19.4, 0.7, 1.7, -2.6, 4.7, 17.6
- COc1ccc(NC(=S)NCCCn2ccnc2)cc1
→ 0.0, 0.8, -2.3, 4.5, -4.6, 3.6, -16.9, 0.1, 14.1
- Cc1ccc2nc(N3C(=O)C(O)=C(C(=O)c4ccc(C)o4)C3c3ccc(O)cc3)sc2c1 (configuration not stated)
→ 1.9, -8.7, -8.8, -2.5, -0.1, -2.2, 5.8, 0.4, 9.7
- CCOC(=O)C1CCN(C(=O)c2c(-c3ccccc3)noc2C)CC1
→ 3.8, 7.4, -11.5, 16.5, -2.2, 2.1, -12.7, 0.3, -4.1
- COc1ccc(N(CC(=O)N/N=C/c2cc(Br)c(C)o2)S(=O)(=O)c2ccc(NC(C)=O)cc2)cc1
→ 1.2, -3.6, -7.7, 6.6, -0.3, 3.2, -9.3, 0.4, 11.5
- COc1cccc(/C(C#N)=C/c2c(-c3ccc(Cl)cc3)nc3c(C)cccn23)c1
→ -0.5, -13.2, -22.7, 26.3, -4.5, 1.4, -11.8, 0.2, 10.2
- CCN1C(=O)[C@H]2[C@@H](c3ccc(C)cc3)N3C(=O)N(c4cccc(Cl)c4)C(=O)[C@@]3(CC)[C@H]2C1=O
→ -0.3, -1.2, -17.1, -5.7, -2.3, 7.9, -3.8, 0.3, -9.9
- COc1ccc(-n2c(C)nn(C)c2=O)cc1
→ 0.5, -11.7, -2.2, -18.3, 0.2, 4.6, -3.3, 0.6, 21.8
- CC1(C)CC(CCC(=O)Nc2ccccc2Cl)C(=O)O1 (configuration not stated)
→ 0.1, -13.9, -5.5, /, -1.6, /, 2.3, 0.2, 0.2
- Cc1ccccc1NC(=O)CCC(=O)OCCCC(F)(F)C(F)(F)F
→ 0.2, -4.2, 1.0, 0.4, -4.2, 2.4, -5.7, 0.5, 16.2
- O=C(Nc1ccccc1Cl)N1CCN(c2ccc3nnc(-c4ccccc4)n3n2)CC1
→ 0.3, -8.2, -21.8, /, -8.5, /, -6.5, 3.0, 26.0
- Cc1ccccc1/C=C/C12NC(=O)CN1c1ccccc1C2(C)C (configuration not stated)
→ -1.7, 16.8, -7.2, -42.0, -1.7, -0.1, -10.4, 5.2, -16.4
- COc1ccc(C2=CC(=O)C[C@H](c3ccc(Cl)cc3)C2)cn1
→ -1.3, -20.3, -28.4, 6.9, -5.1, 1.5, -3.4, -0.8, 17.6
- O=C(CSc1nnc2ccc(-c3ccccn3)nn12)NCC1CCCO1 (configuration not stated)
→ -0.4, 0.5, -1.7, -26.9, -3.0, -1.3, 0.9, 0.6, 10.6
- O=C(c1cccnc1)N1c2ccccc2Sc2ccccc21
→ -1.6, 2.5, -18.7, -12.5, -12.1, 5.0, -8.5, 1.7, 11.3
- CC(=O)c1cccc(OCc2cc(C(=O)NCCC3=CCCCC3)no2)c1
→ 3.7, -13.1, -13.5, 9.6, -2.0, 2.6, -12.0, 5.9, 22.2
- CCS(=O)(=O)c1ccc2oc(Nc3ccccc3Br)nc2c1
→ 0.6, -13.1, -6.0, 0.9, 3.4, -1.2, -3.5, 1.4, 6.4
- CCOC(=O)C(CC)Sc1nc(N)c(NC(=O)c2ccc(OC)c(OC)c2)c(=O)[nH]1 (configuration not stated)
→ 2.0, 4.2, -2.4, 15.6, -1.7, 0.2, -1.6, 0.6, 17.8
- COc1ccc(C)cc1NC(=O)C(=O)NNC(=O)c1ccco1
→ 0.1, -12.3, -3.9, 1.4, -2.4, 1.7, -15.0, -0.1, 5.2
- CC1CC(C)CN(c2ccc([N+](=O)[O-])nc2)C1 (configuration not stated)
→ -0.7, -1.1, 8.0, -11.8, -5.7, 9.4, -12.2, 9.2, 14.0
- O=C(CSc1nc2ncccc2[nH]1)NC1CCCCC1
→ -0.6, -13.0, 0.4, -1.5, -3.2, 2.3, -4.2, 0.4, 3.9
- Cc1cccc(OCC(=O)N2CCN(C(=O)c3ccc([N+](=O)[O-])cc3)CC2)c1
→ -0.8, 1.8, -13.7, 3.5, -7.8, 6.9, 3.8, 0.0, 12.6
- O=C1OCC(CC2=C(O)C(=O)OC2)=C1O
→ /, -9.1, /, -11.2, -1.7, 7.1, /, 1.1, 15.7
- COc1ccc(CCNC(=O)CN2C(=O)NC3(CCCCC3C)C2=O)cc1 (configuration not stated)
→ 0.4, 0.6, -1.8, 9.9, -1.5, -0.1, -2.6, 0.3, -4.1
- COc1cc2nc(N(C)C)nc(N)c2cc1OC
→ 1.1, -2.2, 2.6, -5.6, -4.8, 12.5, -3.3, -0.1, 10.8
- COc1cc(/C=C/C(=O)N(C)CC(=O)Nc2ccccc2SC)cc(OC)c1OC
→ 2.0, -3.1, -21.1, 6.2, -1.0, 2.4, -8.5, 3.0, -4.3
- Nc1c(-c2n[nH]c(=S)n2-c2ccc(Cl)cc2Cl)cnn1-c1ccccc1
→ 7.3, -3.7, -4.5, 15.9, 12.3, 96.6*, -16.4, 2.5, 1.5
- O=C(Nn1cnc2ccccc2c1=O)c1c(F)cccc1F
→ 0.8, 6.8, -4.8, -10.2, -0.8, 0.2, -15.0, 0.4, -8.2
- O=C1CCCCC/C1=N/Nc1ccc(OCc2ccccc2)cc1
→ 1.5, 1.2, -7.5, 15.3, -4.0, -1.3, -9.4, 0.1, -5.8
- COc1ccc(NC(=O)C(CC(C)C)NC(=O)C2CCC(C)CC2)c(OC)c1 (configuration not stated)
→ -1.7, -8.2, -12.9, -68.6, -4.9, -1.9, -4.1, -0.1, 11.6
- CCCn1c(=O)[nH]c(=O)c2c1nc(-c1ccc(OC(F)F)cc1)n2CCN1CCOCC1
→ -0.4, -3.5, 4.6, 4.7, -3.8, 13.2, -8.3, 0.1, 2.6
- COc1ccc(NC(=O)Cn2nnc3ccccc32)c([N+](=O)[O-])c1
→ 2.4, -13.2, -6.5, -9.1, -4.2, 2.0, -9.1, 3.7, 17.9
- N#C/C(=C1\CCCN1)c1nc2ccccc2c(=O)[nH]1
→ 1.1, -2.6, -4.5, 1.8, -3.0, 14.3, 2.7, -0.1, 6.3
- Nc1cccc(C(=O)OCC(=O)Nc2cccc3c2C(=O)c2ccccc2C3=O)c1
→ -0.5, 4.6, -10.8, 41.7, -4.1, 5.8, -4.4, 1.8, 2.9
- CC(=O)Nc1ccc(S(=O)(=O)N2CCN(C(=O)c3ncoc3-c3ccc(C)cc3)CC2)cc1
→ 10.7, -10.5, -16.5, -11.0, -6.3, -1.5, 0.0, 1.6, 6.2
- Cc1ccccc1-c1nc(CN2CCC(C(=O)NCCCN3CCCC3)CC2)c(C)o1
→ 0.1, -2.1, 4.8, 20.6, -6.6, -0.5, -1.3, -0.3, 2.5
- Cc1ccc(N2CCN(/N=C/C(Cl)=C/c3ccccc3)CC2)cc1
→ 0.5, -4.7, -10.8, -14.0, -2.3, 4.5, 0.3, 4.8, -0.2
- Cc1nc2ccccn2c1C(=O)Nc1ccc(Cl)cc1
→ 1.3, 9.5, -9.5, -4.4, -3.6, 1.2, -4.2, 0.2, 0.8
- COc1cc(OC)cc(C(=O)N[C@H](C(=O)NCc2ccco2)C(C)C)c1
→ -1.6, -17.8, -10.0, -6.2, -7.7, 1.4, -8.5, -0.1, 8.1
- COc1cc(CNc2ccc3[nH]c(=O)[nH]c3c2)ccc1OCc1ccc(C)cc1
→ /, -11.5, /, -22.7, -8.2, 2.6, /, 1.4, 5.8
- Cc1cc(C)cc(C(=O)NC(=S)Nc2cccnc2)c1
→ 0.5, -4.3, -10.3, -3.4, -4.2, 2.3, 0.4, 0.3, -1.1
- CC1CCN(C(=O)c2cc3ccccc3o2)CC1
→ 1.5, -10.5, -19.4, -3.3, -6.3, 13.1, 9.6, -0.2, 12.6
- COc1ccc(-n2c(SCC(=O)Nc3nccs3)nnc2-c2ccoc2C)cc1
→ -0.8, -9.4, -14.8, 1.1, -2.8, 15.4, -6.7, 0.6, 23.9
- CN1CCN(S(=O)(=O)c2ccc(Br)c3nsnc23)CC1
→ 1.2, -8.1, -10.2, 3.0, -6.8, 14.4, -5.0, 0.2, 16.2
- CC(C)N(CCO)C(=O)C(c1ccccc1)c1ccccc1
→ -0.3, -11.9, -9.1, -0.2, -4.4, 14.5, -2.2, 0.0, 19.6

Quoted at random: two records from the list.
Sequence of screens – V1aR counter, CHO-K1 Ca antag, CHO parental Ca, TAAR1 antag, CHRM1 agonist, TAAR1 ag, OXTR potentiator, M1 ag parental, CHO-K1 Ca PAM
- O=C(Nc1ccccc1Cl)N1CCN(c2ccc3nnc(-c4ccccc4)n3n2)CC1
→ 0.3, -8.2, -21.8, /, -8.5, /, -6.5, 3.0, 26.0
- Cc1ccc2nc(N3C(=O)C(O)=C(C(=O)c4ccc(C)o4)C3c3ccc(O)cc3)sc2c1 (configuration not stated)
→ 1.9, -8.7, -8.8, -2.5, -0.1, -2.2, 5.8, 0.4, 9.7

High-throughput results as filed in PubChem BioAssay.
